Screening results (PubChem BioAssay)
Rpn11 inh: Rpn11 (PSMD14) deubiquitinase inhibitors, primary screen, biochemical, fluorescence polarization, uHTS; hit rate 0.59% among 360,000; calls only at 20 µM; AID 588493, 2011; human 26S proteasome, Ub4-pepOG fluorescence polarization; 20S core pre-blocked with epoxomicin; 26S proteasome non-ATPase regulatory subunit 14 (Homo sapiens), O00487;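 active = inhibition at 20 µM, scaled to each plate's controls, above about 33%, limit read from the data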
Scp1 inh: Scp-1 phosphatase inhibitors, primary screen, biochemical, colorimetric, uHTS; Carboxy-terminal domain RNA polymerase II polypeptide A small phosphatase 1 (Homo …; Recombinant Scp1, phosphopeptide, malachite green phosphate absorbance; inhibition, % at 20 µM; hit rate 0.88% among 340,000; AID 493091, 2011;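 active = inhibition above about 50% at 20 µM, limit read from the data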;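 also: plate controls were DMSO wells with enzyme for no effect and wells lacking enzyme for full effect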
Target sequence (Q9GZU7 76-261 limits assumed): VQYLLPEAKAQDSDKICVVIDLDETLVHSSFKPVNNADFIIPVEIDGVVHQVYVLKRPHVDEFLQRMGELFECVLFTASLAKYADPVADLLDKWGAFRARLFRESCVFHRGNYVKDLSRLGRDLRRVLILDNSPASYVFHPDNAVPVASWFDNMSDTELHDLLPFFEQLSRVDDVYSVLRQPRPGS
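Times: enzyme reaction 45 min at room temperature, colour 5 min, stabilisation 30 min. Material: SCP-1 catalytic fragment, aa 76-261. Medium: Acidic Tris acetate buffer with magnesium and detergent. Signal: colorimetric free-phosphate detection, absorbance 630 nm. Read-out basis: % inhibition of SCP-1 phosphate liberation. Reagent: Phosphorylated 17-residue peptide substrate.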
SKN-1 inh: suppressors of acrylamide-induced Pgst-4::GFP reporter in worms, primary screen, SKN-1 inhibitor project, whole organism, uHTS, GFP/RFP fluorescence ratio, strain VP596; C. elegans VP596 Pgst-4::GFP/RFP ratio, 24 h; inhibition, % at 21.8 µM; hit rate 0.49% among 360,000; AID 624304, 2012;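 active = interference check ratio from 0.5 to 1.5 plus GFP to RFP signal ratio inhibition reaching or exceeding a fixed threshold, cut at about 30% in these data, passing the limit was not always enough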; also: some compounds called inactive have numbers as strong as hits
LMPTP inh: LMPTP phosphatase inhibitors, primary screen, biochemical, fluorescence intensity, uHTS | recombinant LMPTP-A, OMFP fluorogenic substrate | inhibition, % at 20 µM | hit rate 0.22% among 360,000 | Low molecular weight phosphotyrosine protein phosphatase (Homo sapiens), P24666;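 active = compounds that cut the enzyme signal by at least half of the control window in the single-dose screen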;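 also: plate controls were DMSO wells with enzyme plus substrate for no effect and substrate without enzyme for full effect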
Target sequence (P24666 whole entry, looked up): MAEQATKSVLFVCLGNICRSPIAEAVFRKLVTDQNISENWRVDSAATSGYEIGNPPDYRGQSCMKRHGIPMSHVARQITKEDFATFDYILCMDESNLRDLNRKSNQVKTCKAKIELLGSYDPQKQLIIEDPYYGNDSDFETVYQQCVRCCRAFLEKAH
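Material: LMPTP-A; amount: 0.625 nM enzyme; doses: single 20 µM dose; times: reaction 50 min, room temperature, dark; technique: fluorescence intensity of OMFP turnover product; benchmarks: no-enzyme and uninhibited controls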
DNMT1 inh: human DNMT1 methyltransferase inhibitors, primary screen, biochemical, molecular beacon, fluorescence, HinP1I cleavage, uHTS; inhibition (reported as % activation of signal), % at 10 µM; hit rate 0.83% among 360,000; DNA (cytosine-5)-methyltransferase 1 (Homo sapiens), P26358; in the data active = inhibition above about 50%
NadD inh: inhibitors of S. aureus NadD, primary screen, biochemical, colorimetric, uHTS; Nicotinate-nucleotide adenylyltransferase NadD (Staphylococcus aureus N315); purified NadD enzyme, colorimetric absorbance read-out; inhibition, % at 20 µM; hit rate 0.78% among 360,000; AID 602399, 2012; in the data active = inhibition above about 26%; also: some compounds past the cut are filed as inactive
NRP1-CendR mod: modulators of CendR peptide binding to NRP-1, primary screen, biochemical, fluorescence polarization, uHTS | inhibition, % at 25 µM | Neuropilin-1 (Homo sapiens), O14786 | AID 602438, 2012 | hit rate 0.85% among 360,000 | FAM-RPARPAR peptide binding to NRP-1;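 active = inhibition or corrected inhibition above about 18%, plus a signal ratio from 0.5 to 1.5, limit read from the data, passing the limit was not always enough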; also: strong numbers were not always called active
MT1-MMP act inh: blockers of MT1-MMP proenzyme processing, primary screen, HT1080 RFP-PRO-GFP cells, GFP/RFP fluorescence. Matrix metalloproteinase-14 (Homo sapiens), P50281. GFP/RFP ratio fluorescence, overnight; percent of plate control window, DMSO zero. GFP/RFP ratio change, % at 20 µM. hit rate 0.061% among 360,000;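 active = GFP/RFP ratio change of at least 30% with cell ATP level not reduced by more than half and red fluorescence within 50% of control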; also: strong numbers were not always called active
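Test system: HT1080 RFP-PRO-GFP cells; Benchmarks: DMSO and RFP-L50D-GFP cell wells; Timing: cells overnight before dosing, compound overnight, 37 °C, 5% CO2; Compound: one 20 µM compound dose with 1% DMSO; Read-out: GFP/RFP fluorescence ratio.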
SUMO1 PPI mod: modulators of SUMO1 protein-protein interactions, primary screen, biochemical, uHTS. SUMO1 binding to a labelled peptide, TR-FRET, 1 h. Small ubiquitin-related modifier 1 (Homo sapiens), P63165. hit rate 0.33% among 360,000. inhibition, % at 20 µM. AID 602429, 2012; in the data active = inhibition above about 37%
STEP block: STEP phosphatase inhibitors, primary screen, biochemical, fluorescence intensity, uHTS | Tyrosine-protein phosphatase non-receptor type 5 (Homo sapiens), P54829 | recombinant STEP, OMFP fluorogenic substrate | inhibition, % at 20 µM | hit rate 0.25% among 360,000 | AID 588621, 2011;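 active = inhibition at 20 µM, scaled per plate between control wells, above about 37%, limit read from the data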;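 also: 0% = DMSO with enzyme and substrate and 100% = substrate only without enzyme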
Target sequence (P54829 whole entry, looked up): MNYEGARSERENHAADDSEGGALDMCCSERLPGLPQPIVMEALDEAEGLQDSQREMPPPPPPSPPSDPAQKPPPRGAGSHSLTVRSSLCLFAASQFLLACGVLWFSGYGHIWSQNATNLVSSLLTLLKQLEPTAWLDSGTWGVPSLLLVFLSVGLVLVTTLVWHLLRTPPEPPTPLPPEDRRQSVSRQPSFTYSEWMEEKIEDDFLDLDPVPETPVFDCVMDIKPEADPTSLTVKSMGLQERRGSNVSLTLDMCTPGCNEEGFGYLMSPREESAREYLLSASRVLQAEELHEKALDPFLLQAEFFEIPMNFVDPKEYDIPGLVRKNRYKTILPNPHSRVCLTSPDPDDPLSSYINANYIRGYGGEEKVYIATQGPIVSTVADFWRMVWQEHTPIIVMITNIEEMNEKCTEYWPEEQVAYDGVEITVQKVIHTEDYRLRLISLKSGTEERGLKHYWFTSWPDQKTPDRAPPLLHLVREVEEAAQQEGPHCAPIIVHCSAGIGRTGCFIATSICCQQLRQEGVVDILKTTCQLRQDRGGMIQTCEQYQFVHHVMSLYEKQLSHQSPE
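medium = Bis-Tris buffer pH 6.0, 2.5 mM DTT, 0.005% Tween 20 | test system = STEP (striatal-enriched tyrosine phosphatase) enzyme, cell-free | measure = normalized % inhibition | compound dosing = 20 µM, 1% DMSO | also added = 25 µM OMFP | schedule = reaction 20 min, ambient temperature | measured by = fluorescence read at 480 nm ex / 540 nm em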
Active calls of the source: *; i = inactive; x = no result given. Random draw from the library. Share with any hit: about 3.9%.

[1] O=C(CSC1=NS(=O)(=O)c2cc(F)ccc2N1)NCc1ccccc1Cl
[2] O=c1c2ccccc2oc2cc(OCc3cccc(F)c3)cc(O)c12
[3] O=C(N/N=C/c1ccccc1OC(=O)N1CCOCC1)c1cccs1
[4] N#Cc1ccc(-c2nc3ccc(Br)cn3c2Cc2ccsc2)cc1
[5] CC(C)C(=O)Nc1cccc(C(=O)Nc2nnc(C(C)(C)C)s2)c1
Assay by compound	1	2	3	4	5
Scp1 inh	-7	7	-3	x	4
MT1-MMP act inh	-3	0	3	-4	8
STEP block	1	2	1	-3	2
LMPTP inh	-0.4	1.0	-0.5	0.9	-1.4
NRP1-CendR mod	10	2	-4	-13	10
SKN-1 inh	3	16	5	30	17
Rpn11 inh	i	i	i	i	i
SUMO1 PPI mod	3	10	-2	4	0
NadD inh	-5	-1	4	8	-4
DNMT1 inh	2	7	1	2	0

[6] Cc1nc2ncnn2c(C)c1Cc1cccc(C(F)(F)F)c1
[7] COc1ccc(NC(=S)N2CCC(c3nc4ccccc4o3)CC2)c(OC)c1
[8] COc1ccc(OC)c(NC(=O)COC(=O)CCCN2C(=O)c3ccccc3C2=O)c1
[9] CCOC(=O)/C=C/C(=O)Nc1ccc(Oc2ccccc2)cc1
[10] Cc1cc(C)c(S(=O)(=O)NCC(=O)NCc2ccccn2)c(C)c1
Assay by compound	6	7	8	9	10
Scp1 inh	8	0	-9	-3	-9
MT1-MMP act inh	5	3	0	-4	2
STEP block	-1	3	-2	-2	8
LMPTP inh	-1.7	1.7	-1.1	0.8	-0.9
NRP1-CendR mod	7	14	-6	-11	2
SKN-1 inh	-9	0	7	0	2
Rpn11 inh	i	i	i	i	i
SUMO1 PPI mod	-1	-2	-7	0	4
NadD inh	2	2	-3	-12	-1
DNMT1 inh	3	-1	2	-6	-1

[11] COc1ccc(N=Cc2c[nH][nH]c2=O)cc1
[12] COc1ccc2[nH]c(C(=O)NCc3ccccc3)cc2c1
[13] COCCn1nnnc1C(c1ccc(OC)cc1OC)N1CCN(c2ccccc2)CC1 (stereo not given)
[14] CCC1(c2ccccc2)SC(N)=NC1=O (stereo not given)
[15] CCc1ccc(NC(=O)COC(=O)CCCC2=NS(=O)(=O)c3ccccc3N2)cc1
Assay by compound	11	12	13	14	15
Scp1 inh	-2	15	-7	-10	2
MT1-MMP act inh	7	0	0	2	1
STEP block	1	3	0	-2	0
LMPTP inh	-3.7	1.4	-2.2	-0.9	-0.8
NRP1-CendR mod	4	-9	-8	-12	6
SKN-1 inh	3	1	8	2	8
Rpn11 inh	i	i	i	i	i
SUMO1 PPI mod	11	2	-1	-1	1
NadD inh	2	0	-1	0	19
DNMT1 inh	0	-14	-4	4	-2

[16] CCCNC(=O)COC(=O)c1ccccc1C(=O)N(C)C1CCCCC1
[17] CCOC(=O)Cc1csc(NC(=O)CCNS(=O)(=O)c2ccc3c(c2)CCC(=O)N3)n1
[18] CCOC(=O)c1oc2cc(O)cc(C)c2c(=O)c1-c1cscn1
[19] N#CNC1=NCN(Cc2ccccc2)CN1
[20] C/C=C(\C)C(=O)NCCN1C2=NC[C@@H](C)N2C[C@H]1Cc1ccc(O)cc1
Assay by compound	16	17	18	19	20
Scp1 inh	-4	-11	-5	0	2
MT1-MMP act inh	2	1	-3	2	0
STEP block	0	-1	-2	0	-1
LMPTP inh	-0.1	-2.0	-0.7	-0.8	-0.1
NRP1-CendR mod	-1	-11	-2	6	3
SKN-1 inh	8	20	4	6	6
Rpn11 inh	i	i	i	i	i
SUMO1 PPI mod	4	1	-5	-3	-2
NadD inh	3	-2	-6	-6	5
DNMT1 inh	-3	3	11	2	-1

[21] CC(OC(=O)C1CCN(S(=O)(=O)c2ccccc2)CC1)C(=O)Nc1ncc(Cl)cc1Cl (stereo not given)
[22] CCCCOC(=O)c1[nH]c2c(c1C)C(=O)CC(c1cc(OC)c(OC)c(OC)c1)C2 (stereo not given)
[23] COc1ccc(N2CCN(S(=O)(=O)c3ccc(-n4cnnn4)c(C)c3)CC2)cc1
[24] O=C(O)c1ccccc1C(c1ccc(O)cc1)c1ccc(O)cc1
[25] CC1(C)CCCN(Cc2c(O)ccc3c(=O)c(-c4nc5ccccc5s4)c(N)oc23)C1
Assay by compound	21	22	23	24	25
Scp1 inh	-6	-12	-2	-15	-2
MT1-MMP act inh	1	-1	-2	0	2
STEP block	-4	4	-4	0	2
LMPTP inh	-0.9	1.6	-2.4	-0.7	-1.4
NRP1-CendR mod	-2	-5	-11	-7	8
SKN-1 inh	10	13	3	4	-2
Rpn11 inh	i	i	i	i	i
SUMO1 PPI mod	3	2	2	2	-2
NadD inh	3	-6	-5	-8	7
DNMT1 inh	1	1	4	-1	-2

[26] O=C(O)c1ccc(-c2noc(-c3ccccc3F)n2)cc1
[27] CCCC(=O)N(C)c1nnc(-c2ccc(OC)cc2)s1
[28] Cc1cc(C)n(-c2nnc(Cl)c3ccccc23)n1
[29] Cc1[nH]c2ccccc2c1/C=N/NC(=O)Nc1ccccc1
[30] CCC(CO)Oc1cc(NC(=O)c2ccccc2C)c2ncn(C(C)C)c2c1 (stereo not given)
Assay by compound	26	27	28	29	30
Scp1 inh	0	3	-4	-19	-6
MT1-MMP act inh	-1	6	-4	5	-2
STEP block	0	7	-4	-4	-3
LMPTP inh	-0.5	0.9	-1.1	2.0	-2.1
NRP1-CendR mod	-17	14	5	0	-7
SKN-1 inh	6	9	-5	-15	8
Rpn11 inh	i	i	i	i	i
SUMO1 PPI mod	6	3	15	2	50*
NadD inh	-5	-2	-9	-3	1
DNMT1 inh	6	-1	5	2	-46

[31] CCOC(=O)N1CCN(C(=O)CCNS(=O)(=O)c2cc(Br)cnc2N)CC1
[32] COc1cccc(C(=O)N2N=C(c3cccc(OC)c3)CC2(O)C(F)(F)F)c1 (stereo not given)
[33] CC(=O)c1ccc(NC(=O)C(C)NCc2ccccc2Cl)cc1 (stereo not given)
[34] O=C(Nc1ccc(S(=O)(=O)N2CCCCC2)cc1)c1ccccc1Cl
[35] COc1ccc(-c2nnc(SCC(=O)NCCc3ccccc3)o2)cc1
Assay by compound	31	32	33	34	35
Scp1 inh	-2	-6	-7	-6	-2
MT1-MMP act inh	1	4	5	3	3
STEP block	1	-1	-3	3	6
LMPTP inh	0.0	0.8	-0.8	0.5	-4.9
NRP1-CendR mod	0	6	6	-1	17
SKN-1 inh	9	5	-12	29	-3
Rpn11 inh	i	i	i	i	i
SUMO1 PPI mod	-2	0	-3	-6	-5
NadD inh	3	-2	2	1	0
DNMT1 inh	0	-1	-14	2	0

[36] CCn1c(SCC(=O)Nc2cccc(OC)c2)nc2ccccc2c1=O
[37] O=C(NCCCn1ccnc1)C(=O)NCC(c1ccco1)N1CCN(c2ccccc2)CC1 (stereo not given)
[38] Cc1nn(CC(=O)N(C)C2CCS(=O)(=O)C2)c(C)c1S(=O)(=O)N(C)C (stereo not given)
[39] O=C(CN1CCCN(S(=O)(=O)c2ccc(F)cc2)CC1)Nc1c(Cl)cccc1Cl
[40] COc1ccc(CC(=O)NC(c2ccccc2)c2ccccc2)cc1S(=O)(=O)N1CCOCC1
[41] CCOc1ccc(C(CCc2ccccc2)NC(=O)c2ccccc2F)cc1OCC (stereo not given)
[42] CC(=O)c1c(N2CCOCC2)nc2ccc(Cl)cc2c1-c1ccccc1
Assay by compound	36	37	38	39	40	41	42
Scp1 inh	1	4	-5	-6	13	-11	-7
MT1-MMP act inh	-1	-3	0	-2	4	-7	-1
STEP block	1	-9	0	-2	-1	2	2
LMPTP inh	-0.4	-5.1	-0.8	-0.6	0.1	4.0	1.3
NRP1-CendR mod	0	7	-4	4	-12	-3	15
SKN-1 inh	-3	-10	12	-5	0	31	7
Rpn11 inh	i	i	i	i	i	i	i
SUMO1 PPI mod	4	2	1	2	1	1	6
NadD inh	-6	-3	-1	-5	-4	-10	-6
DNMT1 inh	0	2	-2	1	-1	3	5
